# Screening data (PubChem)
# Nrf2 inh: inhibitors of Nrf2 signaling; hit rate 2.1% among 360,000; AID 504444; A549 ARE-Fluc reporter, luciferase luminescence, 18-24 h; Potency, µM (titrated, usually from 46 µM), inactives show at the top dose activity change, negative = inhibition, usual class: inhibitors; note: potency is the fitted concentration of half-maximal effect; % is set by controls: 0 for no effect and ±100 for the full control effect; nearly all actives have a fitted effect of over 60% in size
#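 Quantitative HTS in A549 cells stably bearing an antioxidant response element-firefly luciferase construct. Inhibition of Nrf2-driven transcription was scored by luminescence after 18-24 h of compound exposure at 37 °C.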
# TGFb inhibitor: blocks TGF-b signaling; HepG2 CAGA-GFP TGF-b/SMAD3 reporter, GFP fluorescence, 18 h; TGF-beta stimulated, 500 pg/mL final; AID 588855; hit rate 1.2% among 410,000; Potency, µM (highest dose often 46.1 µM), for the others: at the top dose activity, negative = inhibition, actives largely listed as inhibitors; note: potency is the fitted concentration of half-maximal effect; % is set by controls: 0 for no effect and ±100 for the full control effect; nearly all actives have a fitted effect of over 65% in size
#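 First, reporter cells (HEPG2 CAGA-GFP) rested 2 h at 37 degrees C. Next, compounds were pinned in and TGF-beta added to 500 pg/mL final. After 18 h, GFP was imaged per cell and summed per well.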
# IL1B secr inh: blocks inflammasome-driven IL-1 beta release | activity change, % at 57.5 µM | hit rate 4.7% among 360,000 | THP-1 LPS/ATP IL-1B secretion, AlphaLISA, 16 h; hits give low values; in the data active = activity change below about -50%; inconclusive = mostly about -30% to -49%; note: % is set by controls: 0 for no effect and ±100 for the full control effect
#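 THP-1 cells pretreated 1 hr with compounds (up to 57.5 uM final), then stimulated with LPS (250 ng/mL final) plus ATP (1.25 mM final); secreted IL-1B measured by AlphaLISA after 16 hr, decreased signal indicating inhibition.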
# Nrf2 activator: activators of Nrf2 (ARE) signaling | AREc32 ARE-luciferase reporter (MCF7-derived line), luminescence, 24 h | Potency, µM (series often up to 46.1 µM), for the others: top-dose activation, hits mostly activators | hit rate 0.31% among 410,000 | AID 624171; note: potency is the fitted concentration of half-maximal effect; % of control where 0% means no effect; nearly all actives have a fitted effect of over 65% in size
#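 Luminescent ARE reporter assay in AREc32_Fluc cells: overnight plating at 37 deg C, 24 hr compound incubation, Steady-Glo added, 30 min RT before reading.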
# HepG2 tox: kills HepG2 cells in TGF-b inhibitor counter-screen; AID 588856; hit rate 0.76% among 410,000; HepG2 CAGA-GFP viability, ATP luminescence, 18 h; Potency, µM (series often up to 46.1 µM), for inactives: at the top dose activity change, negative = cytotoxicity, usual class: cytotoxic; note: potency is the fitted concentration of half-maximal effect; some results filed as inactive show a strong effect at the top dose
#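 CellTiter-Glo luminescence gave cytotoxicity after 18 hours at 37 degrees C. The cells were HepG2 CAGA-GFP in 1% FBS DMEM, stimulated with 500 pg/mL TGF-beta after compound addition. %Activity was normalised to no-cell wells (complete cell-killing) and DMSO (no toxicity), and curves were fitted and classified.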
# A549 tox: kills or reduces viability of A549 cells in Nrf2 counter-screen; A549 ARE-Fluc cells, CellTiter-Fluor viability, 18-24 h; Potency, µM (top dose mostly 46 µM), for inactives: at the top dose activity change, negative = cytotoxicity, usual class: inhibitors; hit rate 0.16% among 390,000; AID 504648; note: potency is the fitted concentration of half-maximal effect; % is set by controls: 0 for no effect and ±100 for the full control effect
#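 A549 ARE_Fluc cells in 5% FBS OPTI-MEM were exposed to compounds in concentration-response for 18-24 h at 37 deg C. Viability was read by CellTiter-Fluor fluorescence (Ex 405/Em 525) after 30 min, before the luciferase read.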
# MCF10A rereplic: inducers of DNA re-replication in MCF 10A breast cells. MCF 10A DNA re-replication, Hoechst nuclear intensity, 48 h. Potency, µM (top dose mostly 46.1 µM), without a hit: top-dose activity, positive = re-replication, hits mostly activators. hit rate 2.9% among 350,000; note: potency is the fitted concentration of half-maximal effect; % of control where 0% means no effect; nearly all actives have a fitted effect of over 50% in size
# S2 tox: reduces viability in counter-screen for ATXN expression inhibitors | S2 cells (HEK-293 line with an ATXN2-luciferase reporter) viability, CellTiter-Fluor protease fluorescence, 24 h | Potency, µM (highest dose often 56.7 µM), usual class: cytotoxic | hit rate 0.49% among 400,000 | AID 651635; note: potency is the fitted concentration of half-maximal effect; nearly all actives have a fitted effect of over 40% in size
# ATXN2 expr inh: ATXN2 expression inhibition | AID 1745845 | hit rate 0.72% among 360,000 | HEK-293 ATXN2-luciferase reporter, luminescence, 24 h | Potency, µM (titrated, usually from 57 µM), inactives show at the top dose activity change, negative = inhibition, most hits filed as inhibitors; note: potency is the fitted concentration of half-maximal effect; % is set by controls: 0 for no effect and ±100 for the full control effect; nearly all actives have a fitted effect of over 55% in size
#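 qHTS (up to 57 uM final) was run with 24 h compound exposure of reporter cells at 37 °C. Each well was multiplexed: SteadyGlo luminescence measured ATXN2-luciferase expression after a fluorogenic Gly-Phe-AFC viability readout (25 uM final).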
# * marks the source's active call; other numbers are inactive results; i = inactive; ? = inconclusive; / = not tested or not shown; [ ] = dose if it differs, or a comment. Unless noted, calls come from the whole dose curve; as a rule, active = well fitted curve in the direction sought with a large enough effect; inconclusive = small, poorly fitted or top-dose-only effect, or another doubt; inactive = no such curve, though single readings can be large; an effect the other way counts as inactive or inconclusive.
SMILES,Nrf2 inh,TGFb inhibitor,IL1B secr inh,Nrf2 activator,HepG2 tox,A549 tox,MCF10A rereplic,S2 tox,ATXN2 expr inh
CN(Cc1ccccc1)C(=O)c1ccc(NC(=O)Cc2cccc(NC(=O)C3CCCN(C(=O)CCc4ccccc4)C3)c2)cc1 (stereo unspecified),20.6µM*,?,0.0,5.0%,-2.4%,-10.8%,11.9%,i,-10.2%
COc1ccc(/C=C2\N=C(SC)SC2=O)cc1OC,/,-3.2%,17.1,-0.8%,0.9%,2.9%,1.9%,i,-2.0%
CCN(CC)S(=O)(=O)c1ccc(NCCc2ccccn2)nc1,12.4%,-3.7%,21.6,2.9%,0.2%,1.0%,-3.2%,i,14.7%
COc1ccccc1CCC(=O)OCC(=O)Nc1cc(C)nn1-c1ccccc1,5.1%,-1.3%,5.3,0.9%,-32.9%,-2.9%,1.1%,i,-3.0%
CCOC(=O)N1CCN(C(=S)NC(=O)c2cc(Br)ccc2Cl)CC1,?,-8.4%,17.1,0.0%,-2.0%,-14.7%,4.3%,i,-26.6%
O=C(NCc1ccco1)c1ccc2c(c1)N(Cc1ccccc1)C(=O)c1ccccc1S2,/,?,/,10.5%,-33.8%,6.6%,/,/,/
N#Cc1c(/N=C/c2cccs2)sc2c1CCCCC2,?,-29.9%,-11.2,-0.6%,-35.8%,-19.0%,8.3%,i,-0.5%
NC(=NC(=O)c1ccccc1)N1CCN(C(c2ccccc2)c2ccccc2)CC1,?,2.8%,-25.6,-0.1%,-28.2%,2.8%,11.4%,i,-10.9%
O=C(CN1CCN(Cc2ccc(Cl)cc2)CC1)N/N=C/c1ccncc1,-1.2%,-21.3%,24.6,-0.2%,-41.5%,17.9%,?,i,-11.5%
CC(=O)Nc1ccc2c(c1)C(N1CC3CCC(CC3)C1)c1ccccc1-2 (stereo unspecified),-10.0%,-2.0%,?,0.2%,-30.5%,0.4%,?,i,51.4%[activator]
Cn1c(SCc2nc(-c3cccs3)no2)nnc1C1CCCCC1,3.7%,-20.8%,13.3,0.1%,-16.8%,-1.6%,?,i,7.4%
Cc1ccccc1C(=O)N(CC(=O)Nc1sc(C)c(C)c1C(N)=O)C1CCCC1,-1.6%,15.1%,6.1,-0.5%,-24.6%,2.1%,-0.1%,i,-3.3%
CCOC(=O)c1ccc(NC(=O)COC(=O)Cc2csc(-c3ccccc3)n2)cc1,-3.3%,3.0%,2.8,0.1%,0.2%,6.4%,11.7%,i,8.7%
Cc1cc(O)c(/C=N/Nc2ccccc2)c(=O)o1,/,22.5%,7.1,5.8%,0.0%,-2.5%,2.1%,i,3.5%
N#Cc1ccc(S(=O)(=O)NC[C@H]2O[C@@H](n3cnc4c(N)ncnc43)[C@H](O)[C@@H]2O)cc1,9.7%,1.3%,0.2,-0.5%,11.1%,-3.2%,8.9%,i,4.3%
CC(C)CN1C=C2C(=O)C(C)(OC(=O)CCc3ccccc3)C(=O)C=C2C=C1c1ccc(C#N)cc1 (stereo unspecified),-15.3%,-2.1%,-1.7,3.3%,-37.8%,-11.3%,12.1%,i,-9.6%
CSc1ccc(Cl)c(C(=O)NCCOc2ccccc2)c1,?,14.8%,?,3.2%,13.8%,17.6%,21.7%,i,2.4%
FC(F)(F)c1nnc2ccc(N3CCOCC3)nn12,-14.2%,18.7%,2.4,-0.5%,2.3%,-2.5%,26.6%,i,5.6%
Cc1cc(C(=O)N/N=C/c2ccc([N+](=O)[O-])o2)c(C)o1,0.1%,17.8µM*,13.4,8.0%,11.2µM*,-7.2%,5.1%,?,/
CCOc1ccc(N2CC(=O)N(c3ccc(OCC)cc3)CC2=O)cc1,4.6%,1.2%,-5.7,-0.2%,0.9%,2.3%,-0.9%,i,-1.6%
CCOc1ccc(NS(=O)(=O)c2ccc(C(=O)NCC(c3ccccc3OC)N3CCCC3)cc2)cc1 (stereo unspecified),3.1%,-18.7%,-0.2,0.6%,-22.6%,-3.2%,?,i,-23.9%
CCN(CC)C(=O)C(=O)c1cn(CC(=O)N2CCc3ccccc3C2)c2ccccc12,-15.1%,-20.6%,-10.5,-0.3%,11.8%,-8.6%,-0.7%,i,-26.1%
CC1Cc2cc(S(=O)(=O)N3CCN(C)CC3)ccc2N1C(=O)C1CC1 (stereo unspecified),-3.6%,-8.1%,-3.7,-0.3%,2.5%,23.5%,4.6%,i,3.1%
O=C1OC(Oc2ccc(Br)cc2)(c2ccccc2)c2ccccc21 (stereo unspecified),-9.2%,?,-13.8,3.0%,17.5%,-3.5%,11.6µM*,i,-17.0%
O=C(COC(=O)CNC(=O)c1ccc(Cl)cc1Cl)NC1CC1,4.6%,27.0%,-11.3,3.1%,-19.1%,-6.9%,6.6%,i,6.1%
SMILES,Nrf2 inh,TGFb inhibitor,IL1B secr inh,Nrf2 activator,HepG2 tox,A549 tox,MCF10A rereplic,S2 tox,ATXN2 expr inh
COc1ccc(CCNC(=O)CN2C(=O)CSc3ccc(S(=O)(=O)N4CCOCC4)cc32)cc1OC,-29.1%,-9.2%,-1.8,0.2%,-7.2%,-20.7%,-0.4%,i,/
COc1ccc(NC(=O)c2ccc3c(=O)n(-c4ccc(OC)cc4OC)c(=S)[nH]c3c2)c(OC)c1,25.9µM*,-0.1%,-11.0,0.3%,-33.0%,-10.1%,-1.0%,i,-13.5%
COc1cc(Cl)c(C)cc1NC(=O)Cn1c(NCCO)nc2ccccc21,1.5%,0.7%,-13.9,-0.1%,-3.9%,2.9%,3.4%,i,-12.2%
Oc1ccc(-c2n[nH]c(=S)n2-c2ccc3c(c2)OCCO3)c(O)c1,3.4%,14.1µM*,-93.7*,-1.3%,-47.7%,-10.6%,?,i,?
Cc1cccc(OCc2ccc(C(=O)Nc3ccc(F)cc3)cc2)c1,?,-7.3%,0.0,0.2%,-3.4%,-9.3%,?,i,2.3%
NC(=O)C1(N2CCCCC2)CCN(S(=O)(=O)c2ccc(Cl)s2)CC1,1.1%,-4.3%,-15.6,0.4%,-15.5%,-0.3%,3.7%,i,-5.1%
CC(Oc1ccc(Cl)cc1)C(=O)Nc1ncccn1 (stereo unspecified),-5.3%,-0.5%,9.8,0.1%,-11.2%,6.4%,-1.0%,i,4.0%
CC(=O)Nc1ccc(S(=O)(=O)N2CCC(NC(C)=O)(c3cccc(F)c3)CC2)cc1,13.9%,5.0%,13.5,0.3%,-1.7%,5.0%,0.1%,i,-4.5%
CN(C(=O)COc1ncnc2sccc12)c1ccccc1,?,-0.9%,-11.1,-0.5%,-13.8%,-2.9%,3.4%,i,-4.2%
CCOc1ccc(OCCC(=O)N(CC)CC(=O)NCc2ccc(Cl)cc2)cc1,4.1%,0.1%,-17.7,-0.2%,4.7%,-5.4%,5.4%,i,16.9%
Cc1ccc(C(=O)C=Cc2ccc3c(c2)OCO3)c(C)c1,/,0.4%,?,?,-25.5%,/,/,i,/
Cc1cc(-c2ccc(S(=O)(=O)Nc3cccc(Cl)c3C)cc2)on1,?,?,/,-0.7%,-31.2%,-9.9%,/,/,/
N#CC1=C(N)OC2=C(C(=O)CCC2)C1c1cc2c(cc1Cl)OCO2 (stereo unspecified),11.1%,9.9%,-9.0,2.9%,0.6%,-5.1%,-2.8%,i,-0.6%
O=C1[C@H]2[C@@H](c3ccc(Cl)cc3)N3C(=O)N(c4cccc(Cl)c4)C(=O)[C@@]3(Cc3ccccc3)[C@H]2C(=O)N1C1CCCCC1,-16.7%,?,-0.8,-0.3%,-0.3%,-8.0%,5.7%,i,3.2%
Cn1c(SCC(=O)Nc2ccc3nc(SCC(=O)N4CCCC4)sc3c2)nnc1-c1ccc(N)cc1,?,8.8%,-6.4,3.2%,-7.8%,-17.3%,1.2%,i,-3.1%
COc1ccc(-n2c(Cc3cccn3C)nnc2SCC(=O)Nc2ccccc2OC)cc1,?,-0.9%,-1.9,-0.3%,-20.0%,25.1%,-1.7%,i,-16.6%

# Eight of the compounds above, with values under each structure:
# The line under a structure holds: Nrf2 inh, TGFb inhibitor, IL1B secr inh, Nrf2 activator, HepG2 tox, A549 tox, MCF10A rereplic, S2 tox, ATXN2 expr inh
> COc1ccc(CCNC(=O)CN2C(=O)CSc3ccc(S(=O)(=O)N4CCOCC4)cc32)cc1OC
  -29.1%, -9.2%, -1.8, 0.2%, -7.2%, -20.7%, -0.4%, i, /
> COc1ccc(NC(=O)c2ccc3c(=O)n(-c4ccc(OC)cc4OC)c(=S)[nH]c3c2)c(OC)c1
  25.9µM*, -0.1%, -11.0, 0.3%, -33.0%, -10.1%, -1.0%, i, -13.5%
> COc1cc(Cl)c(C)cc1NC(=O)Cn1c(NCCO)nc2ccccc21
  1.5%, 0.7%, -13.9, -0.1%, -3.9%, 2.9%, 3.4%, i, -12.2%
> Oc1ccc(-c2n[nH]c(=S)n2-c2ccc3c(c2)OCCO3)c(O)c1
  3.4%, 14.1µM*, -93.7*, -1.3%, -47.7%, -10.6%, ?, i, ?
> Cc1cccc(OCc2ccc(C(=O)Nc3ccc(F)cc3)cc2)c1
  ?, -7.3%, 0.0, 0.2%, -3.4%, -9.3%, ?, i, 2.3%
> NC(=O)C1(N2CCCCC2)CCN(S(=O)(=O)c2ccc(Cl)s2)CC1
  1.1%, -4.3%, -15.6, 0.4%, -15.5%, -0.3%, 3.7%, i, -5.1%
> CC(Oc1ccc(Cl)cc1)C(=O)Nc1ncccn1 (stereo unspecified)
  -5.3%, -0.5%, 9.8, 0.1%, -11.2%, 6.4%, -1.0%, i, 4.0%
> CC(=O)Nc1ccc(S(=O)(=O)N2CCC(NC(C)=O)(c3cccc(F)c3)CC2)cc1
  13.9%, 5.0%, 13.5, 0.3%, -1.7%, 5.0%, 0.1%, i, -4.5%

# Not a hit list; any-hit rate near 8.8%.
